aDG glyco act – activators of alpha-DG glycosylation, primary screen, uHTS, Pro5-aDG cells, AlphaScreen; alpha-DG glycosylation AlphaScreen (IIH6); 0% Pro5, 100% B10-LARGE cell signal; 360,000 compounds, 0.22% hits; activation, % at 10 µM;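 active = activation of at least 8% versus controls, or a plate z-score of at least 8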;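 also: Pro5 are CHO cells carrying HIG-tagged alpha-DG that lacks glycosylation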
m5-HT2A agonist – mouse Htr2a agonists via beta-arrestin recruitment, primary screen, cell-based, luminescence. 360,000 compounds, 0.66% hits. 5-hydroxytryptamine receptor 2A (Mus musculus), P35363. AID 624169, 2012. activation, % at 7.6 µM. CHO-K1 mHTR2A beta-arrestin complementation; percent of 30 µM serotonin response;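 active = activation above a run cutoff, the mean activation of all tested compounds plus 3 SD, cut at about 14% in these data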;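 also: 0% = plate median of compound wells and 100% = 30 µM serotonin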
Target sequence (P35363 whole entry, looked up): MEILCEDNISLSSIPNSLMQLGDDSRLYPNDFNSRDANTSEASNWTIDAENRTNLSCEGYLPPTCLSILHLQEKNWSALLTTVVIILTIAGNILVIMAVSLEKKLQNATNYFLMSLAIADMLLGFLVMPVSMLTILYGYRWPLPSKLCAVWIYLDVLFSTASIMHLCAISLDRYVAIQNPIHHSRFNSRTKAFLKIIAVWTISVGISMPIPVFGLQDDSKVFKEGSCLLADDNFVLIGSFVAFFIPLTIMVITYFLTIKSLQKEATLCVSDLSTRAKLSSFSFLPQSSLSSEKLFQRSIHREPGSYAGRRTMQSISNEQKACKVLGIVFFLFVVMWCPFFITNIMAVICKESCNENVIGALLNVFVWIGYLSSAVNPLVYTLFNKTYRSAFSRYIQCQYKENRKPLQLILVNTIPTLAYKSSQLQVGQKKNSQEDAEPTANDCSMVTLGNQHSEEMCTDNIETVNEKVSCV
MC4R ag barr – MC4R agonists recruiting beta-arrestin, primary screen, cell-based, luminescence, agonist arm of biased-ligand search | Melanocortin receptor 4 (Homo sapiens), P32245 | U2OS MC4R beta-arrestin complementation; percent of melanotan II response, DMSO zero | activation, % at 8.9 µM | 360,000 compounds, 0.98% hits | AID 540308, 2011;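 active = activation above a per-plate cutoff, the mean activation of sample wells on that plate plus 3 SD, cut at about 8% in these data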
Target sequence (P32245 whole entry, looked up): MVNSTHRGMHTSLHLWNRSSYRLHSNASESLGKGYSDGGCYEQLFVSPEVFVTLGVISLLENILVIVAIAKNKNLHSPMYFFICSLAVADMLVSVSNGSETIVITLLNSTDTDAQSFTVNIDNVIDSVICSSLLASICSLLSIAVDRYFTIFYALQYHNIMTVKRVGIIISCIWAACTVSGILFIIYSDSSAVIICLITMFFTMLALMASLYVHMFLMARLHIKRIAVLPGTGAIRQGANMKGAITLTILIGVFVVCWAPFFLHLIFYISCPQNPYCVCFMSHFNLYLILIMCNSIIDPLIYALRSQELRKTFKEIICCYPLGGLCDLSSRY
ABCB6 inh MLPCN – ABCB6 transporter inhibitors, primary screen, K562-ABCB6 cells, flow cytometry, MLPCN library; ATP-binding cassette sub-family B member 6 (Homo sapiens), Q9NP58; AID 602162, 2011; 360,000 compounds, 0.19% hits; fluorescence ratio to DMSO, % at 10 µM; K562-ABCB6 porphyrin accumulation, 1 h; active compounds read low;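 active = fluorescence ratio to DMSO below 75%, the collection mean minus 3 SD; inconclusive = too few cells collected in the well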;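 also: signal is porphyrin accumulated inside mitochondria; 100% equals median channel fluorescence of DMSO control wells; lower ratio means ABCB6 inhibition with less porphyrin fluorescence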
Glyco luc inh – increase of ERlucT glycosylation luciferase signal, primary screen, N-linked glycosylation inhibitor project, D54 ERlucT cells, luminescence, set 2. 360,000 compounds, 0.23% hits. AID 588692, 2011. D54 ERlucT glycosylation luciferase reporter, 24 h; percent of 100 nM tunicamycin response. reporter increase, % at 12.5 µM;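 active = mean luciferase reporter signal, scaled so untreated is 0 and the glycosylation-blocking control 100, at or above a set limit in every replicate; inconclusive = mean reaches the limit but not every replicate does; inactive = mean below the limit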;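 also: luciferase carries N-glycosylation sites so blocking glycosylation raises the light; 0% = median of neutral control wells and 100% = median of 100 nM tunicamycin wells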
Cardio protect – cardioprotection against H2O2-induced cell death, primary screen, uHTS, H9c2 cells, ATPLite luminescence. H9c2 cardiomyocytes, H2O2 injury protection, 2 h. protection from H2O2 cell death, % at 20 µM. 360,000 compounds, 0.63% hits. AID 588492, 2011;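 active = compounds giving at least 50% protection of heart cells from peroxide-induced death in the single-dose screen, raw or plate-pattern-corrected value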;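 also: 0% = DMSO wells with peroxide and 100% = DMSO wells without peroxide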
MC4R antag cAMP – MC4R antagonists of cAMP signaling, primary screen, cell-based, TR-FRET, antagonist arm of biased-ligand search; AID 540295, 2011; inhibition, % at 6.5 µM; MC4R-expressing cells, MTII-stimulated cAMP, LANCE TR-FRET; 360,000 compounds, 0.48% hits;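 active = inhibition above its plate's cutoff, the mean of tested wells on that plate plus 3 SD, cut at about 29% in these data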;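 also: 0% = Melanotan II alone and 100% = Melanotan II plus saturating MCL0020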
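Assay system: human MC4R-expressing U2OS cells; reagent: Melanotan II stimulation of cells; dosing: 6.5 µM single dose; timing: compound 30 min, challenge 1 h, detection 1 h; signal: TR-FRET cAMP assay; replicates: one well per compound, no replicates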
ABHD5-PLIN5 inh – ABHD5-PLIN5 interaction inhibitors, primary screen, cell lysate, split luciferase complementation, luminescence. Split G. princeps luciferase complementation, 4 h. 360,000 compounds, 0.78% hits. Perilipin-5 (Homo sapiens) + 1-acylglycerol-3-phosphate O-acyltransferase ABHD5 (Homo …. inhibition, % at 4 µM. AID 602281, 2012;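 active = inhibition above the mean inhibition across every tested compound plus 3 SD, cut at about 22% in these data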;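 also: 0% = DMSO only wells and the 100% control is not disclosed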
hiPSC survival – enhancers of single-cell hiPSC survival, primary screen, ATPlite luminescence; 360,000 compounds, 0.044% hits; survival enhancement, % at 20 µM; AID 602274, 2012; 100% = ROCK inhibitor wells, 0% = DMSO; in the data active = survival enhancement above about 18%;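 also: cells exposed to compounds for 16 hours before the ATP read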
Exocytosis inh – LAMP-1 surface exposure blockers, TALL-104 cells – cell-based, flow cytometry, MLPCN library, primary screen | TALL-104 LAMP-1 surface exposure; cells stimulated with thapsigargin and PMA | inhibition, % at 10 µM | 360,000 compounds, 0.66% hits | AID 651702, 2012;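 active = inhibition above about 55%, limit read from the data; inconclusive = no clear call, values can overlap the other calls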
* hit, by the source's call; ? = inconclusive; / = not tested or not shown.

Preview:
SMILES | aDG glyco act | m5-HT2A agonist | MC4R ag barr | ABCB6 inh MLPCN | Glyco luc inh | Cardio protect | MC4R antag cAMP | ABHD5-PLIN5 inh | hiPSC survival | Exocytosis inh
Cn1nnc2cc(C(=O)N3CCSCC3)ccc21 | -0.2 | 0.3 | -0.9 | 89.0 | 1.1 | -5.1 | 12.4 | -0.5 | 4.2 | 1.1
CC1CCCN(Cc2c(C(=O)N3CCc4ccccc4C3)nc3ccc(Cl)cn23)C1 (stereo not drawn) | -0.2 | 0.2 | -1.6 | 91.0 | -1.4 | -3.5 | -7.0 | 7.8 | -0.5 | -1.8

The whole of this part, repeating the preview:
SMILES | aDG glyco act | m5-HT2A agonist | MC4R ag barr | ABCB6 inh MLPCN | Glyco luc inh | Cardio protect | MC4R antag cAMP | ABHD5-PLIN5 inh | hiPSC survival | Exocytosis inh
Cn1nnc2cc(C(=O)N3CCSCC3)ccc21 | -0.2 | 0.3 | -0.9 | 89.0 | 1.1 | -5.1 | 12.4 | -0.5 | 4.2 | 1.1
CC1CCCN(Cc2c(C(=O)N3CCc4ccccc4C3)nc3ccc(Cl)cn23)C1 (stereo not drawn) | -0.2 | 0.2 | -1.6 | 91.0 | -1.4 | -3.5 | -7.0 | 7.8 | -0.5 | -1.8
CC(c1ccco1)N(Cc1ccco1)C(=O)Nc1ccccc1 (stereo not drawn) | 0.1 | -1.5 | 0.1 | 95.0 | 0.3 | 2.0 | 23.0 | -1.1 | 2.4 | 0.9
COC(=O)c1c(C(=O)OC)c(-c2ccccc2)n2c1CS(=O)C2 (stereo not drawn) | 0.0 | 2.1 | 0.9 | 102.0 | 4.5 | 2.4 | 1.1 | -3.3 | 7.6 | -3.1
O=C(CNS(=O)(=O)c1ccc(F)cc1)N1CCCC1 | 0.1 | 1.9 | -1.0 | 99.0 | 1.0 | -2.4 | -1.8 | 5.6 | -0.1 | -1.9
O=C(c1ccccc1)C1N=NCC1c1ccc(Cl)cc1 (stereo not drawn) | -0.3 | -3.1 | 1.8 | 97.0 | -3.1 | 0.3 | 1.6 | 4.1 | -2.5 | ?
CN(C)c1ccc(C(=S)N2CCOCC2)cc1 | -0.3 | 1.1 | -0.7 | 105.0 | 1.7 | 9.6 | 0.1 | -13.1 | -0.7 | 4.4
COc1ccc(C(=O)NCC2CCCCC2)cc1S(=O)(=O)N1CCCC1 | -0.2 | -5.5 | -0.8 | 99.0 | -0.1 | -5.8 | 3.0 | -0.5 | -0.1 | 21.1
O=C(COc1ccccc1)Nc1nccs1 | -0.1 | -1.8 | -1.4 | 97.0 | -7.8 | -5.8 | 9.5 | -3.4 | -4.4 | 1.3
COc1ccc(Nc2cc(C(=O)NCCCN3CCOCC3)c3ccccc3n2)cc1OC | -0.2 | -2.9 | -1.7 | 91.0 | -3.4 | 1.4 | -5.6 | -1.5 | -0.3 | -2.2
COc1ccccc1CC(=O)Nc1ccc2c(c1)CCC2 | 0.0 | 0.3 | -1.2 | 97.0 | -2.1 | 0.7 | -2.6 | 0.2 | -0.7 | -7.1
CCSc1nnc(Cn2c(=O)sc3ccccc32)n1-c1ccccc1C | 0.2 | 7.2 | 0.4 | 97.0 | -0.8 | -2.6 | 14.8 | -4.6 | -2.4 | 1.1
O=C(O)c1ccc(Cl)c(S(=O)(=O)Nc2ccc3cn[nH]c3c2)c1 | -0.3 | -3.6 | -1.9 | 98.0 | 12.2 | -1.5 | 2.6 | -1.9 | -0.1 | -4.4
Cc1nonc1C(=O)N/N=C/c1ccncc1 | 0.0 | -0.2 | -0.9 | 96.0 | -0.9 | 7.7 | 6.6 | -4.8 | -2.4 | -0.3
CCCC(=O)N1CCC1(C)C(=O)Nc1cc(-c2ccccc2)nn1C (stereo not drawn) | 0.4 | -1.8 | -1.1 | 101.0 | -3.2 | 5.0 | -1.2 | -7.9 | 0.8 | 16.8
O=C(COC(=O)c1cc(Cl)ccc1O)NNC(=O)c1ccc([N+](=O)[O-])cc1 | 1.3 | 1.2 | -4.4 | 99.0 | 1.5 | 0.0 | -19.7 | -1.5 | -0.5 | 1.5
CCCc1cc2c(cc1NC(=O)c1ccccc1F)OCO2 | 0.6 | -1.3 | 0.2 | 106.0 | 1.6 | -5.1 | 9.7 | 2.2 | 3.6 | -1.0
Cc1csc(SCC(=O)NC(C)C2CC3CCC2C3)n1 (stereo not drawn) | 0.1 | -5.7 | -2.5 | 98.0 | -0.5 | -5.9 | 3.5 | 0.7 | -0.4 | -4.4
COc1ccc(CCNC(=O)C(=O)c2c(C)[nH]c3ccccc23)cc1 | 0.1 | 3.2 | -0.6 | 95.0 | 1.6 | 5.9 | -4.7 | 1.2 | 0.6 | 4.7
CCC(C)NCCOc1cccc(Br)c1 (stereo not drawn) | 0.2 | -1.7 | -1.3 | 99.0 | -2.9 | -1.5 | -4.7 | -2.9 | 0.9 | -0.9
CCS(=O)(=O)N1Cc2ccccc2CC1C(=O)N(C)Cc1ccc(OC)c(F)c1 (stereo not drawn) | 0.0 | 7.8 | -0.4 | 95.0 | 0.5 | -3.0 | 33.6* | 0.1 | -0.2 | 29.1
CCC1Sc2ccccc2N(CC(=O)NCc2ccccc2OC)C1=O (stereo not drawn) | 0.6 | -0.2 | -1.3 | 94.0 | -0.9 | -4.7 | 1.1 | 1.5 | 0.6 | -1.3
CC1CC(C)(C)CC2(C1)NC(=O)N(CC(=O)N(C)Cc1nc3ccccc3c(=O)[nH]1)C2=O (stereo not drawn) | -0.1 | -0.8 | -3.7 | 96.0 | 2.0 | 25.0 | 16.5 | 4.4 | -0.2 | 1.4
c1ccc(-c2noc(CCC3CCCC3)n2)cc1 | 0.3 | 0.0 | -0.6 | 94.0 | 1.8 | -4.1 | 17.6 | -1.7 | 1.8 | -3.9
CCOC(=O)N1CCN(C(C(=O)NC2CCCC2)C(C)C)CC1 (stereo not drawn) | 0.2 | -3.0 | / | / | / | / | / | -0.5 | / | -9.6

Carrying on:
SMILES | aDG glyco act | m5-HT2A agonist | MC4R ag barr | ABCB6 inh MLPCN | Glyco luc inh | Cardio protect | MC4R antag cAMP | ABHD5-PLIN5 inh | hiPSC survival | Exocytosis inh
CCOC(=O)c1ccc(S(=O)(=O)Nc2cc(C(C)(C)C)no2)cc1 | 0.2 | 1.7 | -1.9 | 66.0* | -0.3 | -0.2 | -2.4 | -7.1 | -2.0 | 0.4
CCCNC(=O)c1ccc(N2CCC3(CC2)CC(c2ccccc2)=NO3)c(NC(=O)c2ccccc2)c1 | -0.6 | -0.8 | 0.0 | 81.0 | -8.3 | 28.3 | 19.6 | 4.2 | 3.5 | -2.9
O=C1N/C(=N\c2ccccn2)SC1Cc1ccc(Cl)cc1 (stereo not drawn) | -0.1 | 11.5 | 6.6 | 96.0 | -0.1 | -8.9 | -10.5 | 2.6 | 0.0 | 7.6
O=C(N/N=C/c1c[nH]c2ccccc12)c1cccc(O)c1 | 0.0 | -7.9 | -0.8 | 101.0 | 3.0 | -5.7 | 6.5 | 1.3 | 0.4 | -11.2
CSc1sc(C(=O)NC(=O)NCc2ccncc2)c(C)c1-c1ccon1 | -0.1 | -4.5 | -1.0 | 100.0 | -5.6 | 36.8 | 10.2 | 7.5 | -0.3 | 15.0
CN(Cc1ccc(Cl)cc1)C(C(=O)NC1CCCCC1)c1cc2ccccc2o1 (stereo not drawn) | 0.1 | 1.1 | / | 99.0 | -2.5 | -3.4 | / | -3.8 | -2.1 | -2.5
C#CCOCCOCCOCCNc1nc(N2CCN(C(=O)[C@H](CC(N)=O)n3cc(C(N)[C@@H](C)CC)nn3)CC2)nc(N2CCN(C(=O)[C@H](CCCCN)n3cc([C@@H](N)CC(N)=O)nn3)CC2)n1 (stereo partly drawn) | -0.2 | 3.0 | -0.9 | 95.0 | -0.2 | 3.0 | 5.7 | 8.9 | 2.1 | 1.1
CCOC(=O)CSc1nnc(CNC(=O)c2ccc(S(=O)(=O)N3CCCCC3)cc2)n1C | -0.3 | 7.0 | -3.1 | 104.0 | -0.5 | 8.3 | 24.0 | -1.1 | -2.5 | -1.9
COc1ccc(CC(N)c2csc(Nc3cnccn3)n2)cc1 (stereo not drawn) | -0.2 | -0.2 | -1.5 | 96.0 | -0.2 | 0.1 | 6.1 | 0.3 | 1.2 | -0.5
CCn1cnc2cc(NCc3ccccc3Cl)ccc21 | 0.0 | 5.8 | 0.5 | 89.0 | -1.3 | -1.9 | 1.1 | -1.3 | 0.9 | 16.4
CC(C)c1ccc(S(=O)(=O)N2CCN(C(=O)c3cccc(S(=O)(=O)N4CCOCC4)c3)CC2)cc1 | -0.1 | 3.3 | -1.0 | 96.0 | 1.5 | -2.5 | 7.3 | -0.4 | 0.3 | -2.5
S=C(S)OC1CC2CC1C1CCCC21 (stereo not drawn) | -0.1 | -4.5 | -1.2 | 102.0 | 1.3 | 0.9 | 3.2 | -6.8 | 0.7 | -0.4
C=CCN1C(=O)/C(=c2\sc3nc(=O)c(Cc4ccc(OC)c(OC)c4)nn3c2=O)c2ccccc21 | -0.1 | -4.4 | -2.3 | 11.0* | -0.6 | 7.3 | -0.3 | -8.3 | 0.5 | -1.7
COc1ccc(N2CCN(C(=O)CCCN3C(=O)c4cccc5cccc(c45)C3=O)CC2)cc1 | 0.0 | 8.1 | 0.0 | 93.0 | 0.8 | 15.8 | 3.6 | 1.9 | -1.7 | -0.9
COCCN1C(=O)CN(S(C)(=O)=O)CC1(C)C(=O)Nc1c(C)cccc1C (stereo not drawn) | 0.1 | -2.1 | / | / | / | / | / | 1.3 | / | -2.3
O=C(/C=C/c1ccccc1)NC(=S)N1CCSCC1 | -0.2 | 5.0 | -3.6 | 111.0 | 1.0 | -2.4 | 6.0 | 0.9 | 0.7 | 0.4
COc1ccc(CNCc2ccc([N+](=O)[O-])cc2)cc1OC | -0.1 | -0.1 | -1.5 | 97.0 | 2.3 | 2.3 | -0.4 | -4.1 | 0.5 | -5.6
Cc1ccc(-c2nnc3sc(C4COc5ccccc5O4)nn23)cc1 (stereo not drawn) | -0.1 | 3.1 | -1.0 | 101.0 | 0.4 | 8.6 | 0.7 | -4.5 | 0.4 | 4.3
COc1cccc(/C=N/Nc2ccccc2C(=O)O)c1O | -0.1 | 1.5 | -1.3 | 108.0 | -7.4 | -0.9 | -1.0 | -12.4 | -0.2 | -2.0
Cn1cc(C(=O)c2cccc(Cl)c2Cl)cc1C(=O)O | 0.3 | 1.1 | 0.2 | 98.0 | 0.6 | 5.6 | -4.5 | -3.6 | 0.9 | 1.5

Screening results (PubChem)
